LAP4 TOR yeast = modulators of LAP4-GFP expression in yeast, primary screen, S. cerevisiae, multiplex flow cytometry, MLPCN library; GFP response vs DMSO, % at 10 µM; 3 h; median GFP as percent of DMSO wells; 320,000 compounds, 0.34% hits; AID 2023, 2009;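 active means GFP response vs DMSO above a set limit, about the screen mean plus 3 SD, cut at about 150% in these data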
AGP1-GFP MLPCN = modulators of AGP1-GFP expression in yeast TOR pathway, primary screen, cell-based, multiplex flow cytometry, S. cerevisiae, MLPCN library. 3 h; GFP as percent of DMSO wells. AID 2066, 2009. 320,000 compounds, 0.02% hits. GFP response vs DMSO, % at 10 µM;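 active means GFP response relative to DMSO above a set limit, near screen average plus 3 SD, cut at about 150% in these data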;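 further: median GFP channel fluorescence of the gated AGP1 strain per well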
GRK2 inh = compounds blocking aptamer binding on GRK2 – biochemical, human GRK2, bead flow cytometry, HTS, primary screen | inhibition of aptamer binding, % at 10 µM | Beta-adrenergic receptor kinase 1 (Homo sapiens), P25098 | FAM-aptamer displacement from GRK2 | 330,000 compounds, 0.59% hits;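 active means inhibition of aptamer binding above 40%, roughly 3 SD of noise, on plates passing a quality check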;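 further: median bead fluorescence of bound FAM aptamer so fluorescent compounds give negative values; no value below 0 was filed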
Target sequence (P25098 whole entry, looked up): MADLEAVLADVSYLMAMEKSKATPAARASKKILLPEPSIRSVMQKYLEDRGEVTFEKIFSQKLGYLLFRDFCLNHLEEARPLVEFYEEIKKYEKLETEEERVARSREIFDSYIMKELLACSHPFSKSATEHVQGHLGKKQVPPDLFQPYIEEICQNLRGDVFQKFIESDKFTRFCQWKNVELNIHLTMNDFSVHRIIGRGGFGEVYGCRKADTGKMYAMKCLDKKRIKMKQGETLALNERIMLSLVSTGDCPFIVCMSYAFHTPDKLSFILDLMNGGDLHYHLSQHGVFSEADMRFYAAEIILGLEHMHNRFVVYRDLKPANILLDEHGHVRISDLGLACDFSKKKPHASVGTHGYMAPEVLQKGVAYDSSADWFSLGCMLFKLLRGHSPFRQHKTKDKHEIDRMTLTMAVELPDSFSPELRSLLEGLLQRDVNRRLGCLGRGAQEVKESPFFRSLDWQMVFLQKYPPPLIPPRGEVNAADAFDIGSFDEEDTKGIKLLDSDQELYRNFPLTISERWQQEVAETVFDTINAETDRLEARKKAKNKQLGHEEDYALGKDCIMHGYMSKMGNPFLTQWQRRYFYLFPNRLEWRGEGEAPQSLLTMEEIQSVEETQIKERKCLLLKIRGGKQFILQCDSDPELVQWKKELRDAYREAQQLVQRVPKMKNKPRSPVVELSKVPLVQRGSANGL
RPL19A TOR yeast = RPL19A-GFP expression modulators in yeast, primary screen, cell-based, S. cerevisiae, multiplex flow cytometry, MLPCN. S. cerevisiae RPL19A-GFP strain, 3 h; hits give low values. percent response vs DMSO, % at 10 µM. 330,000 compounds, 0.3% hits;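 active means percent response vs DMSO below 50%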;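 further: median channel GFP fluorescence of the barcoded RPL19A-GFP strain; ratio of sample median GFP to plate DMSO average so 100% = DMSO; lower means less RPL19A-GFP as with rapamycin TOR inhibition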
VLA-4 inh = inhibition in human VLA-4 binding assay, primary screen, VLA-4 allosteric modulator project, MLPCN library, flow cytometry, VLA-4 expressing cells; inhibition, % (about 7 µM as worked out from the volumes in the protocol); AID 2557, 2010; ligand binding flow cytometry; 330,000 compounds, 0.2% hits; Integrin alpha-4 (Homo sapiens), P13612; in the data active means inhibition above about 50%
CR mimetic SO = reduction of superoxide in aged yeast, primary screen, HTS; AID 2690, 2010; 330,000 compounds, 0.18% hits; S. cerevisiae aged cells, superoxide DHE fluorescence; hits give low values; superoxide response (% of plate mean), % at 10 µM;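 active means superoxide response under a set limit, about three screen SD below normal, cut at about 65% in these data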;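 further: yeast aged for seven days with compound at 30 °C before DHE staining; 100% = average MFI of all compound-treated wells on the plate with controls excluded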
CIT2-GFP yeast = modulators of CIT2-GFP expression in yeast, primary screen, S. cerevisiae, GFP fusion, multiplex flow cytometry, MLPCN library; GFP response vs DMSO, % at 10 µM; S. cerevisiae CIT2-GFP strain, 3 h; 100 means same as DMSO wells; 320,000 compounds, 0.065% hits;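 active means GFP response relative to DMSO above a set limit, near the screen mean plus 3 SD, cut at about 150% in these data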;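 further: ratio of well median GFP fluorescence to mean of DMSO wells on the plate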
MEP2-GFP yeast = modulators of MEP2-GFP levels in yeast, primary screen, S. cerevisiae, multiplex flow cytometry, MLPCN library | S. cerevisiae MEP2-GFP strain, 3 h; 100% = DMSO control level | GFP response vs DMSO, % at 10 µM | 330,000 compounds, 0.51% hits;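 active means GFP response versus DMSO above a set limit, roughly screen mean plus 3 SD, cut at about 180% in these data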;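 further: median GFP fluorescence of the barcode-gated MEP2-GFP cells per well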
Active calls of the source: *.

CN1CCC(=NNC(=O)CN(c2cccc([N+](=O)[O-])c2)S(=O)(=O)c2ccccc2)CC1 was read as LAP4 TOR yeast 95, AGP1-GFP MLPCN 106, GRK2 inh 0, RPL19A TOR yeast 102, VLA-4 inh -6, CR mimetic SO 101, CIT2-GFP yeast 104 and MEP2-GFP yeast 104.
`CSc1nc2ccc(NS(=O)(=O)c3ccc(Br)s3)cc2s1` gave LAP4 TOR yeast 116, AGP1-GFP MLPCN 110, GRK2 inh 1, RPL19A TOR yeast 99, VLA-4 inh 6, CR mimetic SO 116, CIT2-GFP yeast 109 and MEP2-GFP yeast 91.
For CN1CCN(C(=O)c2cc(Oc3c(F)c(F)c(F)c(F)c3F)cc(C(=O)N3CCN(C)CC3)c2)CC1 the results were LAP4 TOR yeast 82, AGP1-GFP MLPCN 98, GRK2 inh 0, RPL19A TOR yeast 103, VLA-4 inh -16, CR mimetic SO 114, CIT2-GFP yeast 101 and MEP2-GFP yeast 102.
`CC(C)CN(C(=O)COC(=O)CNC(=O)c1sc2ccccc2c1Cl)C1CCS(=O)(=O)C1` (stereo not drawn) gave LAP4 TOR yeast 108, AGP1-GFP MLPCN 114, GRK2 inh 0, RPL19A TOR yeast 107, VLA-4 inh 9, CR mimetic SO 89, CIT2-GFP yeast 106 and MEP2-GFP yeast 108.
Cc1cnc2cc(Cl)ccc2c1SCC(=O)O was read as LAP4 TOR yeast 103, AGP1-GFP MLPCN 100, GRK2 inh 0, RPL19A TOR yeast 106, VLA-4 inh -1, CR mimetic SO 93, CIT2-GFP yeast 94 and MEP2-GFP yeast 102.
`O=C(/C(Br)=C/Nc1cc(Cl)ccc1Cl)C(F)(F)F` gave LAP4 TOR yeast 78, AGP1-GFP MLPCN 95, GRK2 inh 86*, RPL19A TOR yeast 108, VLA-4 inh 3, CR mimetic SO 105, CIT2-GFP yeast 106 and MEP2-GFP yeast 100.
`O=C(NCc1ccco1)NC1CCCCC1` gave LAP4 TOR yeast 95, AGP1-GFP MLPCN 101, GRK2 inh 0, RPL19A TOR yeast 98, VLA-4 inh -4, CR mimetic SO 103, CIT2-GFP yeast 102 and MEP2-GFP yeast 100.
`O=C(COc1ccccc1)N1CCN(C(=O)c2cccs2)CC1` gave LAP4 TOR yeast 90, AGP1-GFP MLPCN 87, GRK2 inh 0, RPL19A TOR yeast 103, VLA-4 inh 0, CR mimetic SO 99, CIT2-GFP yeast 101 and MEP2-GFP yeast 98.
CCOc1ccc(N(CC(=O)NC2CCCC2)S(=O)(=O)c2c(C)noc2C)cc1 was read as LAP4 TOR yeast 98, AGP1-GFP MLPCN 108, GRK2 inh 0, RPL19A TOR yeast 101, VLA-4 inh 13, CR mimetic SO 99, CIT2-GFP yeast 114 and MEP2-GFP yeast 102.
Screening CCc1ccc(-c2nc(CS(=O)CC(=O)NCCN3CCCCCC3)c(C)o2)cc1 (stereo not drawn) returned LAP4 TOR yeast 106, AGP1-GFP MLPCN 97, GRK2 inh 0, RPL19A TOR yeast 97, VLA-4 inh -1, CR mimetic SO 76, CIT2-GFP yeast 98 and MEP2-GFP yeast 98.
`CCOC(=O)c1oc2ccccc2c1NC(=O)c1ccco1` gave LAP4 TOR yeast 105, AGP1-GFP MLPCN 94, GRK2 inh 0, RPL19A TOR yeast 101, VLA-4 inh -26, CR mimetic SO 104, CIT2-GFP yeast 102 and MEP2-GFP yeast 101.
Screening COc1cc(C(=O)Nc2ccc(C)cc2)c(-n2cnnn2)cc1OC returned LAP4 TOR yeast 94, AGP1-GFP MLPCN 99, GRK2 inh 0, RPL19A TOR yeast 97, VLA-4 inh 6, CR mimetic SO 88, CIT2-GFP yeast 102 and MEP2-GFP yeast 100.
O=C(Cc1ccc(F)cc1)N/N=C/c1ccc(-c2ccc(Cl)c(C(=O)O)c2)o1 was read as LAP4 TOR yeast 93, AGP1-GFP MLPCN 102, GRK2 inh 0, RPL19A TOR yeast 109, VLA-4 inh 4, CR mimetic SO 101, CIT2-GFP yeast 93 and MEP2-GFP yeast 101.
CC(C)N1CCC(N2CCN(Cc3ccc(C#CC(C)(C)O)s3)CC2CCO)CC1 (stereo not drawn) was read as LAP4 TOR yeast 95, AGP1-GFP MLPCN 96, GRK2 inh 0, RPL19A TOR yeast 95, VLA-4 inh -3, CR mimetic SO 102, CIT2-GFP yeast 98 and MEP2-GFP yeast 100.
O=c1[nH]ncc(N2CCCC2)c1Cl was read as LAP4 TOR yeast 86, AGP1-GFP MLPCN 92, GRK2 inh 1, RPL19A TOR yeast 95, VLA-4 inh 9, CR mimetic SO 103, CIT2-GFP yeast 94 and MEP2-GFP yeast 97.
COc1ccc(S(N)(=O)=O)cc1C(=O)NC1CCCc2ccccc21 (stereo not drawn) was read as LAP4 TOR yeast 81, AGP1-GFP MLPCN 77, GRK2 inh 0, RPL19A TOR yeast 95, VLA-4 inh -8, CR mimetic SO 103, CIT2-GFP yeast 91 and MEP2-GFP yeast 98.
`Cn1c(=O)cc(N2CCCCC2)[nH]c1=O` gave LAP4 TOR yeast 99, AGP1-GFP MLPCN 98, GRK2 inh 0, RPL19A TOR yeast 95, VLA-4 inh 8, CR mimetic SO 82, CIT2-GFP yeast 101 and MEP2-GFP yeast 107.
`CC(C)(C)NC(=O)C(c1ccncc1)N(CC1CCCO1)C(=O)Cn1nnc(-c2ccc(F)cc2)n1` (stereo not drawn) gave LAP4 TOR yeast 104, AGP1-GFP MLPCN 103, GRK2 inh 0, RPL19A TOR yeast 94, VLA-4 inh 10, CR mimetic SO 103, CIT2-GFP yeast 100 and MEP2-GFP yeast 107.
For COc1ccc(C2=NN(C(=O)c3cccs3)C(c3ccc(OC)cc3)C2)cc1 (stereo not drawn) the results were LAP4 TOR yeast 102, AGP1-GFP MLPCN 100, GRK2 inh 0, RPL19A TOR yeast 95, VLA-4 inh 0, CR mimetic SO 86, CIT2-GFP yeast 99 and MEP2-GFP yeast 96.
Screening CC1=C(C(=O)OCC2CCCO2)C(c2ccc(C)o2)C2=C(CC(c3ccc(F)cc3)CC2=O)N1 (stereo not drawn) returned LAP4 TOR yeast 106, AGP1-GFP MLPCN 95, GRK2 inh 4, RPL19A TOR yeast 98, VLA-4 inh -7, CR mimetic SO 92, CIT2-GFP yeast 85 and MEP2-GFP yeast 102.
For Cc1csc(SCc2nnc(-c3ccc(Cl)cc3)o2)n1 the results were LAP4 TOR yeast 96, AGP1-GFP MLPCN 96, GRK2 inh 4, RPL19A TOR yeast 98, VLA-4 inh 10, CR mimetic SO 100, CIT2-GFP yeast 94 and MEP2-GFP yeast 97.
For O=C(N/N=C/C1=C(N2CCOCC2)C(=C\c2ccccc2)/CC1)Nc1ccccc1 the results were LAP4 TOR yeast 95, AGP1-GFP MLPCN 99, GRK2 inh 6, RPL19A TOR yeast 96, VLA-4 inh 0, CR mimetic SO 90, CIT2-GFP yeast 100 and MEP2-GFP yeast 105.
`CS(=O)(=O)Nc1ccccc1C(=O)Nc1cc2c(cc1C(=O)O)OCCCO2` gave LAP4 TOR yeast 92, AGP1-GFP MLPCN 103, GRK2 inh 4, RPL19A TOR yeast 103, VLA-4 inh -10, CR mimetic SO 101, CIT2-GFP yeast 104 and MEP2-GFP yeast 102.
O=C(NC1CCCCCC1)c1cccc(COCC(F)(F)F)c1 was read as LAP4 TOR yeast 95, AGP1-GFP MLPCN 105, GRK2 inh 3, RPL19A TOR yeast 100, VLA-4 inh -2, CR mimetic SO 95, CIT2-GFP yeast 106 and MEP2-GFP yeast 97.
For Cc1nc2c3cc(Cl)ccc3n(CCN3CCCCC3)c2s1 the results were LAP4 TOR yeast 93, AGP1-GFP MLPCN 96, GRK2 inh 0, RPL19A TOR yeast 97, VLA-4 inh 1, CR mimetic SO 91, CIT2-GFP yeast 96 and MEP2-GFP yeast 100.
For O=C(NCCC1=CCCCC1)c1c(O)nc2sccn2c1=O the results were LAP4 TOR yeast 119, AGP1-GFP MLPCN 96, GRK2 inh 0, RPL19A TOR yeast 97, VLA-4 inh -1, CR mimetic SO 80, CIT2-GFP yeast 75 and MEP2-GFP yeast 97.
CC(Oc1ccc(Cl)cc1)C(=O)NCCN1C(=O)S/C(=C\c2cccnc2)C1=O (stereo not drawn) was read as LAP4 TOR yeast 115, AGP1-GFP MLPCN 96, GRK2 inh 3, RPL19A TOR yeast 102, VLA-4 inh -26, CR mimetic SO 101, CIT2-GFP yeast 101 and MEP2-GFP yeast 150.
For COc1cc(NC(=O)c2ccccc2)c(OC)cc1NC(=O)Cc1ccc(C)cc1 the results were LAP4 TOR yeast 87, AGP1-GFP MLPCN 96, GRK2 inh 2, RPL19A TOR yeast 98, VLA-4 inh 2, CR mimetic SO 106, CIT2-GFP yeast 104 and MEP2-GFP yeast 112.
Cc1ccc(CNC(=O)CCC2CCCN(Cc3cccc4cccnc34)C2)o1 (stereo not drawn) was read as LAP4 TOR yeast 119, AGP1-GFP MLPCN 101, GRK2 inh 0, RPL19A TOR yeast 101, VLA-4 inh -9, CR mimetic SO 88, CIT2-GFP yeast 112 and MEP2-GFP yeast 118.
`CC(C)CC1NC(=O)c2cc(Cl)ccc2-n2c1nc1cc(F)ccc1c2=O` (stereo not drawn) gave LAP4 TOR yeast 109, AGP1-GFP MLPCN 111, GRK2 inh 2, RPL19A TOR yeast 107, VLA-4 inh 7, CR mimetic SO 107, CIT2-GFP yeast 106 and MEP2-GFP yeast 105.
`Cc1nn(CC(=O)N(CC(C)C)C2CCS(=O)(=O)C2)c(C)c1[N+](=O)[O-]` (stereo not drawn) gave LAP4 TOR yeast 85, AGP1-GFP MLPCN 98, GRK2 inh 2, RPL19A TOR yeast 97, VLA-4 inh 9, CR mimetic SO 91, CIT2-GFP yeast 110 and MEP2-GFP yeast 100.

Taken from the listing, 4 compounds:
CCOc1ccc(N(CC(=O)NC2CCCC2)S(=O)(=O)c2c(C)noc2C)cc1 was read as LAP4 TOR yeast 98, AGP1-GFP MLPCN 108, GRK2 inh 0, RPL19A TOR yeast 101, VLA-4 inh 13, CR mimetic SO 99, CIT2-GFP yeast 114 and MEP2-GFP yeast 102.
Screening CCc1ccc(-c2nc(CS(=O)CC(=O)NCCN3CCCCCC3)c(C)o2)cc1 (stereo not drawn) returned LAP4 TOR yeast 106, AGP1-GFP MLPCN 97, GRK2 inh 0, RPL19A TOR yeast 97, VLA-4 inh -1, CR mimetic SO 76, CIT2-GFP yeast 98 and MEP2-GFP yeast 98.
`CCOC(=O)c1oc2ccccc2c1NC(=O)c1ccco1` gave LAP4 TOR yeast 105, AGP1-GFP MLPCN 94, GRK2 inh 0, RPL19A TOR yeast 101, VLA-4 inh -26, CR mimetic SO 104, CIT2-GFP yeast 102 and MEP2-GFP yeast 101.
Screening COc1cc(C(=O)Nc2ccc(C)cc2)c(-n2cnnn2)cc1OC returned LAP4 TOR yeast 94, AGP1-GFP MLPCN 99, GRK2 inh 0, RPL19A TOR yeast 97, VLA-4 inh 6, CR mimetic SO 88, CIT2-GFP yeast 102 and MEP2-GFP yeast 100.

Screening data: PubChem BioAssay, NMMLSC
